INS-1E ATP HTS = rescue of cytokine-induced death in INS-1E beta cells; 20,000 tested, 0.1% active; protection from cytokine-induced ATP loss, % at 10 µM; INS-1E cytokine-induced death, ATP luminescence, 48 h; normalised: neutral wells 0, positive control 100; AID 488910;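 active = mean replicate protection from cytokine-induced ATP loss at least 50% and at least 75% of replicates each reaching 50%; inconclusive = meets only one of the two criteria, mean or replicate share; inactive = fails both the mean and replicate share criteria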
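Material: INS-1E rat cells; Quantity: 8000 cells/well; Buffer or medium: phenol-red-free RPMI with 5% fetal bovine serum; Probe or stimulus: cytokine cocktail of IFN-γ, TNF-α and IL-1β; Compound dosing: single test concentration per compound, delivered by pin transfer; Incubation: 48 h co-treatment, 10 min post-lysis read; Signal: CellTiter-Glo luminescence.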
T cruzi HTS = inhibitors of intracellular Trypanosoma cruzi. intracellular Trypanosoma cruzi in host cells, plate reader. activity score (inhibition), % at 5.01 µM. 22,000 tested, 4.9% active; in the data active = activity score above about 55%; inconclusive = no clear call, values can overlap the other calls;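 note: parasites and compound incubated about four days before reading; 0% = median of neutral control wells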
An asterisk follows results filed as active; ? = inconclusive; / = not tested or not shown.

Start of the data: the first three entries as a preview:
nr | Structure | INS-1E ATP HTS | T cruzi HTS
1 | C[C@H]1CN([C@@H](C)CO)C(=O)c2cc(NC(=O)CCCN(C)C)ccc2O[C@H]1CN(C)Cc1ccc(C(=O)O)cc1 | 1.2 | -7.2
2 | C[C@H]1CN([C@@H](C)CO)C(=O)c2cc(NC(=O)CCCN(C)C)ccc2O[C@@H]1CN(C)C(=O)Nc1ccccc1 | -1.2 | -15.2
3 | C[C@H]1CN([C@@H](C)CO)C(=O)c2cc(N(C)C)ccc2O[C@H]1CN(C)Cc1ccc(Oc2ccccc2)cc1 | -6.4 | -5.1

Results, from the first entry:
nr | Structure | INS-1E ATP HTS | T cruzi HTS
1 | C[C@H]1CN([C@@H](C)CO)C(=O)c2cc(NC(=O)CCCN(C)C)ccc2O[C@H]1CN(C)Cc1ccc(C(=O)O)cc1 | 1.2 | -7.2
2 | C[C@H]1CN([C@@H](C)CO)C(=O)c2cc(NC(=O)CCCN(C)C)ccc2O[C@@H]1CN(C)C(=O)Nc1ccccc1 | -1.2 | -15.2
3 | C[C@H]1CN([C@@H](C)CO)C(=O)c2cc(N(C)C)ccc2O[C@H]1CN(C)Cc1ccc(Oc2ccccc2)cc1 | -6.4 | -5.1
4 | Cc1noc(C)c1NC(=O)N(C)C[C@@H]1Oc2ccc(N(C)C)cc2C(=O)N([C@@H](C)CO)C[C@H]1C | 1.8 | -10.2
5 | C[C@@H]1CN([C@@H](C)CO)C(=O)c2cc(NS(=O)(=O)c3ccccc3)ccc2O[C@H]1CN(C)CC1CCCCC1 | -1.6 | 11.0
6 | C[C@@H]1CCCCO[C@@H](CN(C)Cc2ccc3c(c2)OCO3)[C@@H](C)CN([C@H](C)CO)C(=O)c2cc(NS(=O)(=O)c3ccc(F)cc3)ccc2O1 | -10.1 | -2.3
7 | C[C@H](CO)N1C[C@H](C)[C@@H](CN(C)Cc2ccc(Cl)c(Cl)c2)Oc2c(cccc2N(C)C)C1=O | -22.0 | 8.9
8 | C[C@@H]1CN([C@H](C)CO)C(=O)c2cccc(NC(=O)Nc3ccc(F)cc3)c2O[C@@H]1CN(C)S(=O)(=O)c1ccc(F)cc1 | -1.0 | -32.9
9 | C[C@@H]1CN([C@@H](C)CO)C(=O)c2cccc(NC(=O)C3CCCCC3)c2O[C@@H]1CN(C)CC1CCCCC1 | -13.8 | -40.3
10 | CNC[C@@H]1Oc2ccc(NC(=O)NC(C)C)cc2C(=O)N([C@@H](C)CO)C[C@@H]1C | 8.7 | -12.8
11 | CC(C)NC(=O)N(C)C[C@@H]1Oc2c(NC(=O)c3ccncc3)cccc2C(=O)N([C@H](C)CO)C[C@@H]1C | 9.5 | -9.7
12 | C[C@H](CO)N1C[C@H](C)[C@H](CN(C)C(=O)Nc2ccc(F)cc2)Oc2c(NS(=O)(=O)c3cn(C)cn3)cccc2C1=O | 6.3 | -9.0
13 | C[C@@H]1CN([C@H](C)CO)C(=O)c2cccc(NC(=O)Nc3ccc4c(c3)OCO4)c2O[C@H]1CN(C)S(=O)(=O)c1ccccc1 | 2.9 | 35.7
14 | C[C@@H]1CN([C@@H](C)CO)C(=O)CCCn2nncc2CO[C@H]1CN(C)C | / | -7.1
15 | C[C@H]1CN([C@@H](C)CO)C(=O)CCCn2cc(nn2)CO[C@H]1CN(C)C(=O)c1ccc2ccn(C)c2c1 | / | -12.7
16 | C[C@@H]1CN([C@@H](C)CO)C(=O)c2cc(NC(=O)C3CCCCC3)ccc2O[C@@H]1CN(C)C(=O)Nc1ccccc1 | -1.8 | -0.3
17 | C[C@H]1CN([C@@H](C)CO)C(=O)Cc2cc(NC(=O)Nc3ccccc3)ccc2O[C@@H]1CN(C)C(=O)NC1CCCCC1 | 8.8 | -6.3
18 | C[C@H](CO)N1C[C@H](C)[C@H](CN(C)C(=O)NC2CCCCC2)Oc2ncc(-c3cccc(F)c3)cc2C1=O | / | -46.0
19 | COc1ccc(CN(C)C[C@H]2Oc3ccc(NC(=O)CCC(F)(F)F)cc3C(=O)N([C@H](C)CO)C[C@@H]2C)cc1 | -7.6 | 0.0
20 | C[C@H]1CN([C@@H](C)CO)C(=O)c2cc(NS(=O)(=O)c3ccc(Cl)cc3)ccc2O[C@@H]1CN(C)Cc1ccc(Oc2ccccc2)cc1 | / | ?
21 | CNC[C@@H]1Oc2ccc(N(C)C)cc2C(=O)N([C@@H](C)CO)C[C@H]1C | 4.7 | 5.4
22 | C[C@H]1CN([C@@H](C)CO)C(=O)c2cccc(NC(=O)c3ccc(-c4nccs4)cc3)c2O[C@@H]1CN(C)S(=O)(=O)c1cn(C)cn1 | 6.8 | -6.6
23 | CC(C)NC(=O)N(C)C[C@@H]1OCCCC[C@@H](C)Oc2ccc(NC(=O)NC3CCCCC3)cc2C(=O)N([C@H](C)CO)C[C@@H]1C | 25.2 | -41.3
24 | CNC[C@H]1Oc2c(NC(=O)NC(C)C)cccc2C(=O)N([C@H](C)CO)C[C@H]1C | 6.6 | -16.7
25 | COc1ccc(S(=O)(=O)N(C)C[C@@H]2Oc3ccc(NC(=O)C4CCCCC4)cc3C(=O)N([C@@H](C)CO)C[C@@H]2C)cc1 | -4.4 | -3.3
26 | COc1ccc(NC(=O)N(C)C[C@H]2Oc3ccc(NC(=O)c4ccncc4)cc3C(=O)N([C@H](C)CO)C[C@H]2C)cc1 | 4.6 | -12.4
27 | CNC[C@H]1Oc2ccc(NC(=O)CCN3CCOCC3)cc2CC(=O)N([C@H](C)CO)C[C@H]1C | 2.4 | -1.5
28 | C[C@@H]1CN([C@@H](C)CO)C(=O)c2cccc(NC(=O)Nc3ccc(C(F)(F)F)cc3)c2O[C@@H]1CN(C)S(=O)(=O)c1cccs1 | -95.0 | 39.2
29 | C[C@@H]1CN([C@@H](C)CO)C(=O)c2cccc(NC(=O)c3cnccn3)c2O[C@H]1CN(C)C(=O)NC1CCCCC1 | 3.4 | -15.2
30 | COc1ccc(S(=O)(=O)N(C)C[C@H]2Oc3ccc(NC(=O)Cc4cn(C)c5ccccc45)cc3C(=O)N([C@H](C)CO)C[C@@H]2C)cc1 | -2.7 | 14.7
31 | C[C@@H]1CN([C@H](C)CO)C(=O)Cc2cc(NC(=O)c3ccncc3)ccc2O[C@@H]1CN(C)C(=O)Nc1ccc(C(F)(F)F)cc1 | 3.7 | -11.5
32 | C[C@H]1CN([C@@H](C)CO)C(=O)c2cccc(NS(=O)(=O)c3ccc(Cl)cc3)c2O[C@@H]1CN(C)Cc1ccc(Cl)c(Cl)c1 | -2.4 | 11.1
33 | C[C@@H]1CN([C@H](C)CO)C(=O)c2cccc(N(C)C)c2O[C@H]1CN(C)S(=O)(=O)c1cccs1 | -0.3 | -1.8
34 | C[C@@H]1CN([C@H](C)CO)C(=O)c2cccc(NC(=O)Nc3ccc4c(c3)OCO4)c2O[C@H]1CN(C)C | 13.6 | -5.1
35 | CNC[C@H]1Oc2ccc(NS(=O)(=O)c3ccc(Cl)cc3)cc2C(=O)N([C@H](C)CO)C[C@H]1C | 3.6 | -2.6
36 | C[C@H]1CN([C@@H](C)CO)C(=O)c2cccc(NC(=O)Nc3cccc4ccccc34)c2O[C@@H]1CN(C)S(=O)(=O)c1cn(C)cn1 | -0.1 | 27.9
37 | O=C(CCCCCCC(=O)Nc1ccccc1O)N/N=C/[C@@H](O)[C@H](O)[C@H](O)CO | -2.9 | -0.9
38 | COc1ccc(NC(=O)N(C)C[C@@H]2Oc3ccc(NS(=O)(=O)c4cn(C)cn4)cc3C(=O)N([C@H](C)CO)C[C@@H]2C)cc1 | / | 4.3
39 | C[C@H](CO)N1C[C@H](C)[C@@H](CN(C)Cc2ccc3c(c2)OCO3)Oc2c(NC(=O)Nc3ccc4c(c3)OCO4)cccc2C1=O | -0.3 | 44.1
40 | CC(C)NC(=O)N(C)C[C@H]1Oc2ccc(NC(=O)CCN3CCOCC3)cc2CC(=O)N([C@H](C)CO)C[C@H]1C | -1.0 | -24.6
41 | C[C@H]1CN([C@@H](C)CO)C(=O)c2cccc(NC(=O)Nc3ccc4c(c3)OCO4)c2O[C@@H]1CN(C)Cc1ccccc1 | -5.3 | 5.1
42 | C[C@@H]1CN([C@H](C)CO)C(=O)c2cccc(NS(=O)(=O)c3cccs3)c2O[C@@H]1CN(C)C(=O)Nc1cccc2ccccc12 | 5.4 | 37.0
43 | C[C@H]1CN([C@@H](C)CO)C(=O)c2cc(NC(=O)Nc3ccc(F)cc3)ccc2O[C@@H]1CN(C)Cc1ccc(C(F)(F)F)cc1 | 5.6 | -5.9
44 | C[C@H](CO)N1C[C@H](C)[C@H](CN(C)Cc2ccccc2)Oc2c(NS(=O)(=O)c3ccccc3)cccc2C1=O | -5.7 | 0.1
45 | C[C@@H]1CN([C@H](C)CO)C(=O)c2cccc(NS(=O)(=O)c3cccs3)c2O[C@H]1CN(C)Cc1ccc(C(=O)O)cc1 | 9.1 | -5.2
46 | C[C@@H]1CN([C@H](C)CO)C(=O)c2cc(NS(=O)(=O)c3ccc(F)cc3)ccc2O[C@@H]1CN(C)Cc1ccc(C(=O)Nc2ccccc2N)cc1 | 7.6 | 15.6
47 | C[C@H]1CN([C@@H](C)CO)C(=O)c2cc(NC(=O)Cc3cn(C)c4ccccc34)ccc2O[C@@H]1CN(C)Cc1ccc(C(=O)O)cc1 | -36.9 | -2.6
48 | Cc1ccc(S(=O)(=O)N(C)C[C@@H]2Oc3ccc(NC(=O)Cn4cnnn4)cc3C(=O)N([C@H](C)CO)C[C@@H]2C)cc1 | / | 5.1
49 | C[C@@H]1CN([C@H](C)CO)C(=O)Cc2cc(NS(=O)(=O)c3ccc(F)cc3)ccc2O[C@H]1CN(C)Cc1ccc(C(=O)Nc2ccccc2N)cc1 | -7.5 | 46.7
50 | COc1cccc(NC(=O)N(C)C[C@@H]2OCc3cnnn3CCCC(=O)N([C@@H](C)CO)C[C@H]2C)c1 | / | -15.6
51 | C[C@H](CO)N1C[C@H](C)[C@H](CN(C)Cc2ccc(-c3ccccc3)cc2)Oc2ccc(NC(=O)CCN3CCOCC3)cc2CC1=O | -0.6 | -25.2
52 | C[C@@H]1CN([C@@H](C)CO)C(=O)c2cccc(NC(=O)Nc3cccc4ccccc34)c2O[C@H]1CN(C)S(=O)(=O)c1cn(C)cn1 | 19.6 | 5.7
53 | C[C@H]1CN([C@@H](C)CO)C(=O)Cc2cc(N(C)C)ccc2O[C@H]1CN(C)Cc1ccc(C(=O)O)cc1 | 6.6 | -18.6
54 | C[C@@H]1CN([C@H](C)CO)C(=O)c2cccc(NC(=O)c3cnccn3)c2O[C@H]1CN(C)S(=O)(=O)c1ccccc1 | 0.8 | -12.0
55 | C[C@H]1CN([C@@H](C)CO)C(=O)c2cccc(NC(=O)c3cnccn3)c2O[C@@H]1CN(C)S(=O)(=O)c1cn(C)cn1 | 8.8 | -13.2
56 | COc1ccc(NC(=O)N(C)C[C@H]2Oc3ccc(NC(=O)CCN4CCOCC4)cc3C(=O)N([C@H](C)CO)C[C@H]2C)cc1 | -1.5 | -20.0
57 | COc1ccc(S(=O)(=O)Nc2ccc3c(c2)C(=O)N([C@H](C)CO)C[C@H](C)[C@@H](CN(C)S(=O)(=O)c2cn(C)cn2)O3)cc1 | 1.8 | -4.6
58 | C[C@H](CO)N1C[C@H](C)[C@@H](CN(C)Cc2ccc3c(c2)OCO3)Oc2c(NC(=O)C3CC3)cccc2C1=O | -9.2 | 19.1
59 | C[C@@H]1CN([C@H](C)CO)C(=O)c2cc(NC(=O)Nc3ccc(C(F)(F)F)cc3)ccc2O[C@@H]1CN(C)S(=O)(=O)c1ccc(F)cc1 | 5.0 | 9.5
60 | COc1ccc(NC(=O)N(C)C[C@H]2Oc3ccc(NS(=O)(=O)c4ccc(F)cc4)cc3C(=O)N([C@H](C)CO)C[C@@H]2C)cc1 | 5.6 | 9.4

Remaining list, next part:
nr | Structure | INS-1E ATP HTS | T cruzi HTS
61 | Cc1ccc(S(=O)(=O)N(C)C[C@H]2Oc3ccc(NC(=O)Cn4cnnn4)cc3C(=O)N([C@H](C)CO)C[C@@H]2C)cc1 | 1.0 | -9.2
62 | COc1ccc(S(=O)(=O)Nc2cccc3c2O[C@@H](CN(C)C(=O)NC(C)C)[C@@H](C)CN([C@@H](C)CO)C3=O)cc1 | 9.2 | -0.1
63 | C[C@H]1CN([C@@H](C)CO)C(=O)CCCn2cc(nn2)CO[C@@H]1CN(C)S(=O)(=O)c1cn(C)cn1 | 6.1 | -0.7
64 | C[C@@H]1CN([C@H](C)CO)C(=O)CCCn2cc(nn2)CO[C@@H]1CN(C)C | / | -13.5
65 | C[C@H](CO)N1C[C@H](C)[C@H](CN(C)S(C)(=O)=O)Oc2ccc(NS(=O)(=O)c3cn(C)cn3)cc2CC1=O | 3.7 | -27.3
66 | COc1ccc(NC(=O)Nc2ccc3c(c2)C(=O)N([C@@H](C)CO)C[C@H](C)[C@@H](CN(C)C(=O)Nc2cccc4ccccc24)O3)cc1 | 1.4 | -6.8
67 | Cc1noc(C)c1NC(=O)Nc1ccc2c(c1)CC(=O)N([C@H](C)CO)C[C@@H](C)[C@@H](CN(C)C(=O)Nc1ccc3c(c1)OCO3)O2 | -0.3 | -0.9
68 | Cc1ccc(S(=O)(=O)Nc2ccc3c(c2)CC(=O)N([C@H](C)CO)C[C@H](C)[C@H](CN(C)Cc2ccc(C(F)(F)F)cc2)O3)cc1 | -5.5 | 33.7
69 | Cc1ccc(S(=O)(=O)Nc2ccc3c(c2)C(=O)N([C@H](C)CO)C[C@@H](C)[C@@H](CN(C)S(=O)(=O)c2ccc(F)cc2)O3)cc1 | 0.1 | 26.3
70 | C[C@@H]1CN([C@H](C)CO)C(=O)Cc2cc(NC(=O)Cc3ccccc3)ccc2O[C@H]1CN(C)Cc1ccc2c(c1)OCO2 | 3.0 | 34.2

Screening data as filed in PubChem BioAssay.
